MT1-MMP txn act: activates MT1-MMP transcription. HT1080 MT1-MMP promoter luciferase reporter, luminescence, overnight; active compounds read high. activation factor at 10 µM. 0.16% of 86,000 active. AID 750;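 active = activation factor of at least 2 for MT1-MMP transcription at 10 µM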
HUVEC tox TNFa: HUVEC cytotoxicity counter-screen, TNF alpha stimulated; cell count reduction, % at 2 µM; AID 848; 0.17% of 93,000 active; HUVEC TNFalpha-stimulated, Hoechst cell count, imaging;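 active = cell count reduction exceeding the screen mean by over 5 SD, scaled to untreated wells per plate, cut at about 78% in these data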;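 note: cells counted after 24 h of TNF alpha exposure following the 1 h pretreatment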
VCAM1 TNFa inh: reduces TNF alpha induced VCAM1 expression in HUVEC. HUVEC TNFa-induced VCAM-1 immunofluorescence, high-content imaging. inhibition, % at 2 µM. 0.48% of 95,000 active;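 active = inhibition above the batch mean plus 3 SD, with images confirmed as a hit by eye, cut at about 37% in these data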;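 note: 0% = TNF-stimulated DMSO wells and 100% = unstimulated control wells; not every result past the cut was called active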
cytoskel mod: alters cytoskeleton assembly in HUVEC cells | HUVEC TNFa F-actin phalloidin imaging, high content | inhibition, % at 2 µM | 0.18% of 91,000 active | AID 836;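 active = inhibition above the batch mean plus 3 SD and confirmed as a hit by visual image inspection, cut at about 30% in these data, passing the limit was not always enough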; note: strong numbers were not always called active
hDAT+cocaine: changed human dopamine transporter uptake under cocaine IC80; Q01959; LLC-PK1 hDAT cells, [14C]-dopamine uptake with cocaine IC80; actives deviate in either direction; B-score at 10 µM; 1.3% of 110,000 active;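 active = Z score or B-score, a plate-position-corrected score, falls beyond the plate's 99.7% confidence bounds, in either direction; inactive = both scores lie inside the 99.7% bounds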;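 note: scored against the spread of the other compound wells on the same plate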
Target sequence (Q01959 whole entry, looked up): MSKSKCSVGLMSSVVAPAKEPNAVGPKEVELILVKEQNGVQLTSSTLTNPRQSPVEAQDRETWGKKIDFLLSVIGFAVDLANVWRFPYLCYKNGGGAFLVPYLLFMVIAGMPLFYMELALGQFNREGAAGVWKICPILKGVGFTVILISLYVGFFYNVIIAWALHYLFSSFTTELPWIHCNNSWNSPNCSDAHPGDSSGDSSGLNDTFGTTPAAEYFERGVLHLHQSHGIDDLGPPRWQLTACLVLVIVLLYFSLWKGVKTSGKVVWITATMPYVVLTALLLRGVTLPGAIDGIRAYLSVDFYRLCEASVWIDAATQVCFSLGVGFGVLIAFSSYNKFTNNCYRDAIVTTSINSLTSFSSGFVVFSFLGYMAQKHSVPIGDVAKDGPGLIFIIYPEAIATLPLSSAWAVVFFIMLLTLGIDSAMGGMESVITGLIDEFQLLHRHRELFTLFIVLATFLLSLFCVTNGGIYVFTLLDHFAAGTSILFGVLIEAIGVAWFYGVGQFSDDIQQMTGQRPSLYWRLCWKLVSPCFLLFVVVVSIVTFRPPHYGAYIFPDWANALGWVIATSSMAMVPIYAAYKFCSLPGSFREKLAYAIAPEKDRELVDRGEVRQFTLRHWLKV
LYP inh 2: LYP (human) phosphatase inhibition; recombinant LYP catalytic domain, DiFMUP fluorescence; 0.21% of 96,000 active; Q9Y2R2; inhibition, % at 2 µM; AID 640;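 active = inhibition at 2 µM at or above a set limit, the screen mean plus 3 SD, cut at about 24% in these data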;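 note: 0% = DMSO with enzyme and 100% = enzyme fully blocked by orthovanadate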
Candida biofilm: kills Candida albicans biofilms; 0.14% of 85,000 active; inhibition, % at 6 µM; AID 834; C. albicans biofilm + clotrimazole, Alamar Blue;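 active = inhibition above 20%; inactive = inhibition below 20%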;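 note: preformed 24 hr biofilms exposed to compound for 48 hr; 0% = biofilm without compound and 100% = blank killed by clotrimazole plus chlorhexidine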
IL1B cytotox: HUVEC cytotoxicity counter-screen, IL-1B stimulated. AID 845. 0.41% of 94,000 active. HUVEC cell count loss, Hoechst imaging. cell count reduction, % at 2 µM;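 active = cell count reduction more than 3 SD above the screen-wide mean, cut at about 70% in these data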;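 note: normalized per plate to untreated control cells as the no-loss baseline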
Smad3 inh: blocks human Smad3 binding to FoxH1 peptide; TR-FRET Smad3/Dy647-FoxH1 peptide binding, europium anti-His; 0.29% of 88,000 active; inhibition, % at 25 µM;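 active = compounds that reduce the energy-transfer binding signal between the protein and its labelled peptide by more than half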;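 note: 0% = Smad3 plus labelled peptide maximal FRET and 100% = peptide-only background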
Target sequence (P84022 whole entry, looked up): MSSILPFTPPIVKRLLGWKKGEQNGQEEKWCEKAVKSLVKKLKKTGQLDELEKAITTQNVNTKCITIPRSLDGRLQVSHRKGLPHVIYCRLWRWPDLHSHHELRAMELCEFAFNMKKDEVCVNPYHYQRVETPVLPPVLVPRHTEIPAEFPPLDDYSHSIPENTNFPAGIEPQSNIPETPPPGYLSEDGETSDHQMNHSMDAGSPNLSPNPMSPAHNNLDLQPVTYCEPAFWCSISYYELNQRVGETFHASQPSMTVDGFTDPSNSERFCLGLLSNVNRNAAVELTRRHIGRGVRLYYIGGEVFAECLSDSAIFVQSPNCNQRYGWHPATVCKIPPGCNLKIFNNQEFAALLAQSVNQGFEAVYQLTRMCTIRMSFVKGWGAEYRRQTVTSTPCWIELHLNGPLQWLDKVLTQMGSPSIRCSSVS
Numbers without * were called inactive; . = no result given; [ ] = dose if it differs, or a comment.

SMILES	MT1-MMP txn act	HUVEC tox TNFa	VCAM1 TNFa inh	cytoskel mod	hDAT+cocaine	LYP inh 2	Candida biofilm	IL1B cytotox	Smad3 inh
COc1ccccc1CNC(=O)CCCn1c(=O)c2ccccc2n(CC(=O)NC2CCCC2)c1=O	.	7	-9	-16	0.051	-4	.	-24	.
CC(C)(C)NC(=O)CSc1nncn1NCc1cccc2ccccc12	1.1	-11	2	11	0.79	-9	2	8	3
COc1ccc(C2=CC(c3sccc3C)n3nnnc3N2)cc1 (stereo unspecified)	1.5	-49	3	.	-0.4	-2	5	0	-15
O=C1CC(c2ccccc2)n2nc(NC(=O)c3ccccc3)nc2N1 (stereo unspecified)	.	-2	-4	-8	-0.29	9	.	21	.
C=CCn1c(SCC(=O)Nc2cccc3ccccc23)nnc1-c1cnccn1	1	-16	13	-5	-0.048	-9	-1	-1	21
O=C(C1CCCN(Cc2ccccc2)C1)N1CCc2ccccc2C1 (stereo unspecified)	1.1	-8	22	-4	0.63	9	0	1	-2
Cc1nc(N2CCN(C(=O)c3ccc(Cl)cc3)CC2)c(C#N)c2c1COC(C)(C)C2	1	-34	-51	4	-0.11	8	11	-23	11
CCOC(=O)NC(NC(=S)Nc1ccccc1[N+](=O)[O-])C(Cl)(Cl)Cl (stereo unspecified)	1.1	-1	1	0	-3.5*	-12	5	.	4
CCc1nc(SCC(=O)c2cccs2)c2oc3ccccc3c2n1	1	-4	-28	-1	-0.89	12	0	-7	-16[fluorescence artefact?]
Cc1cccc(OCc2nnc(SCc3cc(=O)n4cc(Br)ccc4n3)o2)c1	1.2	.	.	.	0.081	.	0	.	-7
C[n+]1ccc(/C=C/c2ccc(Br)cc2)cc1	.	18	44*	.	.	-8	.	-13	.
COc1ccc(OC)c(NC(=O)Cn2c(CCC(=O)O)ccc2-c2cccs2)c1	1.1	4	-1	5	0.95	1	-1	-4	2
Cc1nn(-c2nc3ccccc3s2)c(N)c1-c1ccccc1	0.7	-22	-4	-23	-0.045	3	4	-30	2
CCCOc1ccc(OCCSc2nnc(N)s2)cc1	1.1	-20	26	16	-0.098	0	3	3	3
CCc1nnc(NC(=O)CSc2nnc(COc3cccc(C)c3)o2)s1	1.2	9	2	-15	0.31	-9	6	13	2
N#Cc1ccccc1NC(=O)c1ccccc1OCC(=O)Nc1ccc2c(c1)oc1ccccc12	1	-3	1	-1	0.5	-12	1	-33	-2[fluorescence artefact?]
CCN(CC)c1ccc(/C=N/n2c(=S)[nH]nc(C)c2=O)cc1	1.1	11	23	4	-1.1	-2	.	-44	.
Nc1cc(-c2ccc(Br)cc2)nn1S(=O)(=O)c1cccc2nsnc12	.	-6	-12	-4	.	-9	.	12	.
COCCCNC(=O)CNC(=S)N(Cc1ccccc1F)C1CCCCC1	0.9	-16	7	2	0.79	0	2	-2	21[fluorescence artefact?]
CCCCCCCCCCCCCCCC(=O)OC[C@H](COP(=O)([O-])OCC[N+](C)(C)C)OC(=O)CCCCCCCCCCCCCCC	1.2	.	.	.	-0.44	.	2	.	-12
CC(=O)OC(C(=O)N1CCN(c2ccccc2F)CC1)c1ccccc1 (stereo unspecified)	1	2	1	8	1.1	-11	-2	1	-32
O=c1cc(CN2CCN(c3ccc(F)cc3)CC2)c2cc3c(cc2o1)CCCC3	1.2	-21	2	0	-0.54	8	6	-30	13[fluorescence artefact?]
Cc1nn(-c2nc(-c3ccco3)cc(C(F)(F)F)n2)c(C)c1Cl	1.1	5	18	6	-0.45	6	4	-3	18
COc1ccc(N2CCN(C(=O)CN(c3cccc(Br)c3)S(C)(=O)=O)CC2)cc1	1.2	-2	-1	7	0.84	6	6	23	6
CC(C)CCNC(=O)C1C2C=CC3(CN(Cc4ccccc4Cl)C(=O)C13)O2 (stereo unspecified)	1.1	58	10	-33	-0.71	-6	.	27	.
CCC1CCCCN1CCCNC(=O)C1CCN(S(=O)(=O)N2CCCCC2)CC1 (stereo unspecified)	0.9	-6	4	-3	0.98	-2	.	-34	-14
COc1ccc(OC)c(NC(=O)CSc2nc(C)cs2)c1	1.1	-11	8	-45	-0.2	3	.	-4	.
Cc1ccc(-c2noc(C3CCCN(C(=O)c4ccccc4)C3)n2)o1 (stereo unspecified)	1.5	-1	37	-4	0.81	-14	4	-1	-7
O=C1CS/C(=C\S(=O)(=O)c2ccc(Cl)cc2)N1	1.3	6	-11	-13	-0.69	2	2	-1	3
CCc1cc(C(=O)Nc2ccc(C)cc2Br)cs1	2*	-36	15	20	0.26	8	.	3	3

As a short view, 2 of the compounds above:
SMILES	MT1-MMP txn act	HUVEC tox TNFa	VCAM1 TNFa inh	cytoskel mod	hDAT+cocaine	LYP inh 2	Candida biofilm	IL1B cytotox	Smad3 inh
O=C1CS/C(=C\S(=O)(=O)c2ccc(Cl)cc2)N1	1.3	6	-11	-13	-0.69	2	2	-1	3
CCc1cc(C(=O)Nc2ccc(C)cc2Br)cs1	2*	-36	15	20	0.26	8	.	3	3

Continued.
SMILES	MT1-MMP txn act	HUVEC tox TNFa	VCAM1 TNFa inh	cytoskel mod	hDAT+cocaine	LYP inh 2	Candida biofilm	IL1B cytotox	Smad3 inh
O=C(c1cc2ccccn2n1)N1CCN(c2ccccn2)CC1	1.1	12	12	-25	-0.26	1	14	6	-1
COCCCNC(=O)CC(NS(=O)(=O)c1ccc(OC)cc1)c1ccc(OC)cc1 (stereo unspecified)	1	-12	-9	29	-0.08	5	5	-7	14[fluorescence artefact?]
CN(C)/C=N/c1c(C#N)nnn1Cc1ccccc1	1.2	-22	14	14	-1.5	0	4	-26	0
Cc1cc2ccccc2cc1CN1CCOCC1	1	-33	-22	-2	-0.39	-13	8	-76	-8
CC(C)n1nnnc1SCC(=O)N1CCN(C(=O)c2ccco2)CC1	1.2	31	8	-13	-0.2	8	5	-5	-7
CC(C(=O)O)N1C(=O)c2cccc3cccc1c23 (stereo unspecified)	1.1	-18	2	9	0.64	6	-1	-23	6
CCCCOC(=O)Nc1sc2c(c1C(=O)OC)CCC2	1.3	.	.	.	-0.13	.	8	.	6
CCN1CCN(c2c(Cl)cccc2NC(=O)c2ccc(Br)o2)CC1	1.1	-17	10	8	.	8	-2	15	-22
Cc1cc(C(=O)NNC(=S)NCC2CCCO2)cs1 (stereo unspecified)	.	-10	8	3	-0.65	-1	.	-29	.
O=C(CSc1ccccn1)c1ccc2c(c1)OCO2	1.2	-32	3	-32	0.4	-12	4	-24	-10
CN(Cc1ccccc1)c1nc(-c2ccc([N+](=O)[O-])cc2)nc2ccccc12	.	-25	-14	-19	-0.47	7	.	2	.
O=C(NCc1ccccc1)c1ccco1	1.2	.	-27	-6	-0.31	12	-1	-30	-3
COC(=O)c1c(NC(=O)CSc2nc(-c3ccco3)cc(C(F)(F)F)n2)sc2c1CCCC2	1.1	12	27	.	-0.34	-6	0	15	-3
CCOC(=O)N1CCC(NC(=O)CCC(=O)N2CC(C)Oc3ccc(C)cc32)CC1 (stereo unspecified)	1.1	-10	11	1	1.8	-16	.	-62	.
CCn1c(SCC(=O)NCc2ccc3c(c2)OCO3)nnc1-c1cccs1	1	-4	14	-10	-0.87	-14	6	-16	9
Cc1ccc(C)c(NC(=O)c2ccccc2O)c1	1.3	-4	8	30	0.0045	-6	7	11	6
O=C(NC1CCCC1)C(Cc1ccccc1)n1cccc1 (stereo unspecified)	.	16	6	-6	-0.95	-4	5	-69	-25
Cc1cc(C)n(-c2ccn(Cc3ccc(Cl)cc3Cl)c(=O)n2)n1	1.1	-14	8	-8	-1.1	-2	6	8	0
Cc1ccc2nc(Nc3nc(C)cc(C(F)(F)F)n3)nc(C)c2c1	1.1	.	.	-38	1.7	1	-2	43	-13[fluorescence artefact?]
CCc1cccc(NC(=O)CN(C)S(=O)(=O)c2cccc3nsnc23)c1	1.1	17	-30	3	-1.1	0	-5	18	0
CC(C)N(C(=O)COC(=O)c1ccccc1C(=O)N1CCN(c2ccc(F)cc2)CC1)C(C)C	1	-6	-1	41	1.7	-7	9	7	2
COCC(C)n1c(C)cc(C(=O)CN2C(=O)NC(Cc3c[nH]c4ccccc34)C2=O)c1C (stereo unspecified)	1.2	-25	1	.	0.64	8	10	17	-23
C=CCN1C(=O)/C(=C\c2ccc(Cl)cc2)N=C1SCC(=O)NCCC	.	-5	8	10	-2	7	.	-16	.
C[N+]1(CCOc2ccc([N+](=O)[O-])cc2)CCOCC1	.	0	1	-8	-0.27	4	.	12	.
O=C(Cn1cnc2c(oc3ccccc32)c1=O)NCc1ccccc1	.	-6	3	1	-0.89	2	12	-7	0
CC(C)(C)NC(=O)C(c1ccccc1)N(C(=O)C1CSC(=O)C1)c1ccccc1 (stereo unspecified)	.	-7	2	-10	-0.39	3	.	1	.
COc1ccccc1NC(=O)CCc1nc(-c2cccs2)no1	.	-8	4	7	0.13	-9	7	16	2
Cc1cccc(NC(=O)N2CCC(c3nc4ccccc4o3)CC2)c1	1.1	.	.	.	-0.19	.	6	.	2
C1=CC2CC1CC2CN1CCN(Cc2ccccc2)CC1 (stereo unspecified)	.	-20	-1	1	0.029	3	.	-36	.
CCOC(=O)c1cnn(-c2nc(-c3ccc(F)cc3)cs2)c1C(F)(F)F	.	-7	-4	-6	-0.53	-34	.	-3	.
CN(Cc1ccccc1)C(=O)CN(Cc1ccccc1)S(C)(=O)=O	1.3	-15	0	0	1.1	-2	5	-6	0
O=C(CCc1ccccc1)n1nc(-c2ccccc2)nc1NCc1ccco1	1.3	-29	4	-4	-1.1	6	.	47	.
CCOc1ccc(NS(=O)(=O)c2ccc3c(c2)CCN3C(=O)C2CCC2)cc1	1.1	-16	-11	.	0.52	-1	1	2	-1
CCOC(=O)c1ccc(CC2S/C(=C(\C#N)C(C)=O)NC2=O)cc1 (stereo unspecified)	1.2	-16	11	-6	-1.4	6	7	-10	7
O=C(O)CCC(=O)N1CCc2cc(S(=O)(=O)NCc3cccs3)ccc21	1.1	-21	9	4	0.09	-2	11	-10	2
CCC1C(=O)n2nc(-c3ccccc3)cc2N=C1C (stereo unspecified)	1.7	16	14	-2	0.51	-5	3	14	0
O=C(c1cc2n(n1)C(C(F)(F)F)CC(c1ccco1)N2)N1CCc2ccccc2C1 (stereo unspecified)	0.9	-15	9	2	0.89	1	4	75*	4

Part of the list above in order of molecular weight, rising.
SMILES	MT1-MMP txn act	HUVEC tox TNFa	VCAM1 TNFa inh	cytoskel mod	hDAT+cocaine	LYP inh 2	Candida biofilm	IL1B cytotox	Smad3 inh
CN(C)/C=N/c1c(C#N)nnn1Cc1ccccc1	1.2	-22	14	14	-1.5	0	4	-26	0
Cc1cc(C(=O)NNC(=S)NCC2CCCO2)cs1 (stereo unspecified)	.	-10	8	3	-0.65	-1	.	-29	.
CCN(CC)c1ccc(/C=N/n2c(=S)[nH]nc(C)c2=O)cc1	1.1	11	23	4	-1.1	-2	.	-44	.
COc1ccc(OC)c(NC(=O)CSc2nc(C)cs2)c1	1.1	-11	8	-45	-0.2	3	.	-4	.
Cc1cccc(NC(=O)N2CCC(c3nc4ccccc4o3)CC2)c1	1.1	.	.	.	-0.19	.	6	.	2
Cc1ccc(-c2noc(C3CCCN(C(=O)c4ccccc4)C3)n2)o1 (stereo unspecified)	1.5	-1	37	-4	0.81	-14	4	-1	-7
CCOC(=O)c1cnn(-c2nc(-c3ccc(F)cc3)cs2)c1C(F)(F)F	.	-7	-4	-6	-0.53	-34	.	-3	.
COc1ccc(OC)c(NC(=O)Cn2c(CCC(=O)O)ccc2-c2cccs2)c1	1.1	4	-1	5	0.95	1	-1	-4	2
O=C(c1cc2n(n1)C(C(F)(F)F)CC(c1ccco1)N2)N1CCc2ccccc2C1 (stereo unspecified)	0.9	-15	9	2	0.89	1	4	75*	4
Cc1nc(N2CCN(C(=O)c3ccc(Cl)cc3)CC2)c(C#N)c2c1COC(C)(C)C2	1	-34	-51	4	-0.11	8	11	-23	11
CCCCCCCCCCCCCCCC(=O)OC[C@H](COP(=O)([O-])OCC[N+](C)(C)C)OC(=O)CCCCCCCCCCCCCCC	1.2	.	.	.	-0.44	.	2	.	-12

Bioassay records (PubChem)

This is a subset; rates above refer to the full screens.
